Screens deposited in PubChem by Southern Research Specialized Biocontainment Screening Center.
Salmonella PhoP GFP = PhoP-dependent GFP reporter repression – Salmonella Typhimurium, primary screen (AID 1863); S. Typhimurium PhoP-regulated promoter GFP reporter, 4 h; higher % means a stronger effect; one-dose inhibition, % at 50 µM; IC50 in µM for titrated hits; hit rate 0.16% among 300,000;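 active means inhibition over 29.93%, a cutoff 3 SD above the screen mean, later confirmed by dose response; inconclusive means inhibition over 29.93% but no dose response follow-up; inactive means inhibition at most 29.93% or unconfirmed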;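 further: 0% = low Mg2+ inducing control and 100% = high Mg2+ repressing control; strong numbers were not always called active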
Large T inhibition = SV40 large T antigen inhibitors, biochemical (AID 1903). SV40 large T antigen ATPase/helicase inhibition assay; higher % means a stronger effect. inhibition, % at 20 µM; hits with a dose series show IC50 in µM. hit rate 0.39% among 310,000; in the data active means a potency from the dose series; inconclusive means inhibition mostly from about 32% at the one dose, without a potency; inactive means the rest, 99 in 100 with inhibition below about 32%; further: strong numbers were not always called active
West Nile virus CPE = inhibition of WNV-induced cytopathic effect – cell-based, CPE readout (AID 1621) | West Nile virus-infected cells, CPE inhibition; higher % means a stronger effect | one-dose CPE inhibition, % at 10 µM; IC50 in µM for titrated hits | hit rate 0.02% among 290,000; in the data active means a potency from the dose series; inconclusive means CPE inhibition mostly from about 3.7% at the one dose, without a potency; inactive means the rest, 99 in 100 with CPE inhibition below about 2.2%; further: strong numbers were not always called active
Active calls of the source: *. Not all compounds are listed; rates above refer to the full screens.

Screening COc1ccc(C2=CC3=C(Br)C(=O)C(C)(OC(=O)c4cnc5ccccc5n4)C(=O)C3=CO2)cc1 (stereo unspecified) returned West Nile virus CPE -0.1%.
O=C(CN1CCCN(S(=O)(=O)c2ccc(Br)cc2)CC1)Nc1ccc2cn[nH]c2c1 was read as West Nile virus CPE 0.2%.
Screening C#CCOCCOCCOCCNc1nc(N2CCN(C(=O)[C@H](CCCCN)n3cc(C(N)COC(=O)C(F)(F)F)nn3)CC2)nc(N2CCN(C(=O)[C@H](CCCCN)n3cc(C(N)CC(C)C)nn3)CC2)n1 (stereo partly specified) returned Salmonella PhoP GFP -5%.
Screening Cc1onc(-c2c(Cl)cccc2Cl)c1-c1nc2cc(Cl)ccc2c(=O)o1 returned Salmonella PhoP GFP -7% and West Nile virus CPE 1.2%.
For CC(C)CN1C(=O)/C(=C/c2c(N3CCc4ccccc4C3)nc3ccccn3c2=O)SC1=S the results were Salmonella PhoP GFP -16% and West Nile virus CPE -0.3%.
`Oc1ccccc1-c1cc(C(F)(F)F)[nH]n1` gave Salmonella PhoP GFP -5% and West Nile virus CPE -0.3%.
For COC(=O)C1=C(C(=O)OC)[C@@H]2Nc3ccccc3[C@@]23C[C@@H](C(=O)OC)N(C(=O)c2ccc(Br)cc2)C3=N1 the results were Salmonella PhoP GFP 1% and West Nile virus CPE -0.3%.
COc1cccc(C(=O)N2CCN(C3CCN(Cc4ccccc4)CC3)CC2)c1 was read as Salmonella PhoP GFP 3% and Large T inhibition 11%.
`CCc1nc(SCC(=O)Nc2c(C)nn(C)c2C)c2cnn(-c3ccccc3)c2n1` gave Salmonella PhoP GFP -14% and Large T inhibition 2%.
O=S(=O)(O)C1CCNCC1 was read as Salmonella PhoP GFP 6% and Large T inhibition 2%.
Screening COc1cc(N2CCCC2)c(OC)cc1/C=c1/sc2nc3ccccc3n2c1=O returned Salmonella PhoP GFP -10% and Large T inhibition 3%.
C[C@@H]1CN(c2c(F)c(N)c3c(=O)c(C(=O)O)cn(C4CC4)c3c2F)C[C@H](C)N1 was read as Salmonella PhoP GFP -8% and Large T inhibition 1%.
CCOC(=O)c1c2ccc(OCC(=O)N/N=C/c3ccc(Cl)cc3)cc2n2ccccc12 was read as Salmonella PhoP GFP -2% and Large T inhibition 1%.
O=C(O)C1CC=CCC1C(=O)Nc1cccc(Cl)c1Cl (stereo unspecified) was read as Salmonella PhoP GFP -9%, Large T inhibition -7% and West Nile virus CPE 0.1%.
NN=C1c2cc([N+](=O)[O-])ccc2-c2ccc([N+](=O)[O-])cc21 was read as Salmonella PhoP GFP 6%, Large T inhibition 1% and West Nile virus CPE -0.8%.
For COCC(=O)Nc1ccc(S(=O)(=O)Nc2ncccn2)cc1 the results were Salmonella PhoP GFP -11%, Large T inhibition -1% and West Nile virus CPE 0.0%.
For CN(C)c1ncc(/C=C2/C(=O)NC(=S)N(C3CCCCC3)C2=O)cn1 the results were Salmonella PhoP GFP 0%, Large T inhibition 11% and West Nile virus CPE 0.2%.
`Cc1nc2ccccc2c2oc(C(=O)N3CCc4ccccc43)cc12` gave Salmonella PhoP GFP -7%, Large T inhibition 10% and West Nile virus CPE 0.2%.
`O=C1CSC(c2ccccc2)N1c1nnc(C23CC4CC(CC(C4)C2)C3)s1` (stereo unspecified) gave Salmonella PhoP GFP -2%, Large T inhibition 27% and West Nile virus CPE -0.1%.
`Cc1cc(C)c(S(=O)(=O)N2CCN(CCN3C(=O)c4cccc5cccc(c45)C3=O)CC2)cc1[N+](=O)[O-]` gave Salmonella PhoP GFP 8%, Large T inhibition 13% and West Nile virus CPE -0.3%.
For Cc1cc(C)nc(-n2nc(C)c3c(C)c(C)c(C)nc32)n1 the results were Salmonella PhoP GFP -2%, Large T inhibition 4% and West Nile virus CPE -0.3%.
`Cc1nc(NC2=NCN(C3CCCCC3C)CN2)nc2ccccc12` (stereo unspecified) gave Salmonella PhoP GFP -4%, Large T inhibition 19% and West Nile virus CPE 0.0%.
`CC1=CC2=NC(=O)/C(=C\c3ccc(-c4ccc(Cl)cc4)o3)C(=N)N2O1` gave Salmonella PhoP GFP -2%, Large T inhibition -1% and West Nile virus CPE 0.0%.
COc1ccc2c(c1OC)C(=O)c1ccccc1C2=O was read as Salmonella PhoP GFP -5%, Large T inhibition 6% and West Nile virus CPE 0.1%.
Screening O=C(O)CNS(=O)(=O)c1ccc(-c2ccccc2)cc1 returned Salmonella PhoP GFP 12%, Large T inhibition 7% and West Nile virus CPE 0.3%.
For COc1ccc(-c2nnc3n2N=C(c2cccc(Br)c2)CS3)cc1OC the results were Salmonella PhoP GFP -7%, Large T inhibition 4% and West Nile virus CPE -0.1%.
CCCCCCN(C(=O)CCCCCN1C(=O)NC(c2ccc(-c3ccccc3)cc2)C(C(=O)OCc2ccccc2)=C1C)C(C(=O)NCCCC)c1ccc(O)cc1 (stereo unspecified) was read as Salmonella PhoP GFP -1%, Large T inhibition -44% and West Nile virus CPE -0.5%.
`CCOC(=O)c1c(N)c(C#N)nn1-c1ccccc1C(=O)OC` gave Salmonella PhoP GFP -5%, Large T inhibition 11% and West Nile virus CPE -0.4%.
`O=Nc1ccc(NOC(=O)c2ccc(Br)cc2)cc1` gave Salmonella PhoP GFP 4%, Large T inhibition 26% and West Nile virus CPE -0.1%.
For Cc1ccc(S(=O)(=O)N2CCN(c3nc(C)nc4sc(C)c(C)c34)CC2)cc1 the results were Salmonella PhoP GFP -9%, Large T inhibition 1% and West Nile virus CPE -0.6%.
`COc1ccc(CNc2nc3c(c(C(F)(F)F)n2)CCCCC3)cc1` gave Salmonella PhoP GFP 0%, Large T inhibition 1% and West Nile virus CPE 1.3%.
For O=C(Nc1ccc(F)c([N+](=O)[O-])c1)c1ccc2c(c1)C(=O)OC2=O the results were Salmonella PhoP GFP -10%, Large T inhibition 2% and West Nile virus CPE 0.1%.
`CCOC(=O)c1c(NC(=O)/C=C/c2ccc3c(c2)OCO3)sc(C)c1C` gave Salmonella PhoP GFP 9%, Large T inhibition -1% and West Nile virus CPE -0.8%.
Clc1ccc(-c2c[n+](Cc3ccc(Cl)c(Cl)c3)c3n2CCC3)cc1 was read as Salmonella PhoP GFP inconclusive, Large T inhibition 17% and West Nile virus CPE 1.3%.
Screening O=C(C1=C(O)C(=O)N(CCCN2CCOCC2)C1c1ccncc1)c1cc2ccccc2o1 (stereo unspecified) returned Salmonella PhoP GFP -11%, Large T inhibition 5% and West Nile virus CPE -0.3%.
For CC1C(=O)CC(c2ccco2)NC1c1ccco1 (stereo unspecified) the results were Salmonella PhoP GFP -9%, Large T inhibition 4% and West Nile virus CPE 0.2%.
For Cn1c(=O)c2c(SCc3ccccc3)nc(-c3ccco3)nc2n(C)c1=O the results were Salmonella PhoP GFP 0%, Large T inhibition 11% and West Nile virus CPE -0.4%.
Cc1nc(/N=C(\N)Nc2ccccc2)nc2ccccc12 was read as Salmonella PhoP GFP -7%, Large T inhibition 2% and West Nile virus CPE -0.4%.
For c1ccc2[nH]c(SN3CCOCC3)nc2c1 the results were Salmonella PhoP GFP -8%, Large T inhibition 4% and West Nile virus CPE 0.2%.
Screening CN(C)c1ccc(C2CC(c3ccccc3)=Nc3nc(-c4ccccc4)cn32)cc1 (stereo unspecified) returned Salmonella PhoP GFP -1%, Large T inhibition 30% and West Nile virus CPE -0.4%.
For O=C(c1cc2cc(Br)cc(Br)c2oc1=O)N1CCCc2ccccc21 the results were Salmonella PhoP GFP 0%, Large T inhibition 1% and West Nile virus CPE 0.9%.
Screening COc1cc(C(=O)NC2CCCNC2)cc(OC)c1OC (stereo unspecified) returned Salmonella PhoP GFP -7%, Large T inhibition 6% and West Nile virus CPE 0.3%.
For O=C(NCCCN1CCOCC1)c1ccc(Br)cc1Br the results were Salmonella PhoP GFP -2%, Large T inhibition 7% and West Nile virus CPE -0.1%.
`Cc1cc(C)nc(-n2nc(C)cc2NC(=O)c2cccc(S(=O)(=O)N3CCCCC3)c2)n1` gave Salmonella PhoP GFP -12%, Large T inhibition 5% and West Nile virus CPE 1.1%.
For CN(C(=O)c1c(Br)cnn1C)C12CC3CC(CC(C3)C1)C2 the results were Salmonella PhoP GFP 10%, Large T inhibition 13% and West Nile virus CPE -0.4%.
Cc1cccc2cc(C(c3nnnn3CC3CCCO3)N3CCCC4(CCCCC4)C3)c(=O)[nH]c12 (stereo unspecified) was read as Salmonella PhoP GFP -15%, Large T inhibition 8% and West Nile virus CPE -0.4%.
C[C@@H]1CN(CCCn2c3ccccc3c3ccccc32)C[C@H](C)N1 was read as Salmonella PhoP GFP -6%, Large T inhibition 6% and West Nile virus CPE inconclusive.
For CN1CCN(CC(=O)Nc2sc3c(c2C#N)CCC(C(C)(C)C)C3)CC1 (stereo unspecified) the results were Salmonella PhoP GFP -5%, Large T inhibition 4% and West Nile virus CPE inconclusive.
Screening COC(=O)c1cc2sc(Cl)cc2n1Cc1nc(-c2cccc(C)c2)oc1C returned Salmonella PhoP GFP -1%, Large T inhibition -3% and West Nile virus CPE 0.0%.
COc1ccc(OC)c(NC(=O)CC(NCCC2=CCCCC2)C(=O)O)c1 (stereo unspecified) was read as Salmonella PhoP GFP -15%, Large T inhibition 7% and West Nile virus CPE 0.3%.
For Cc1[nH][nH]c(=O)c1C(c1ccc(-c2ccc(Cl)cc2Cl)o1)c1c(C)[nH][nH]c1=O the results were Salmonella PhoP GFP -1%, Large T inhibition 13% and West Nile virus CPE -0.1%.
Screening COc1ccc(/C=C/C(=O)NC(=S)Nc2ccc(S(=O)(=O)Nc3cc(OC)ncn3)cc2)cc1 returned Salmonella PhoP GFP 6%, Large T inhibition 14% and West Nile virus CPE 2.9%.
Screening CC(C)OC(=O)CCC/C=C\C[C@@H]1[C@@H](CC[C@@H](O)CCc2ccccc2)[C@H](O)C[C@@H]1O returned Salmonella PhoP GFP -6%, Large T inhibition 2% and West Nile virus CPE 0.4%.
CC(C)(C)C(=O)[C@@H]1[C@@H]2C(=O)N(Cc3ccccc3)C(=O)[C@@H]2[C@H]2c3ccccc3C=CN12 was read as Salmonella PhoP GFP 5%, Large T inhibition 10% and West Nile virus CPE 2.1%.
For CC1=C(C(=O)N2CCN(c3cc(C)ccc3C)CC2)C2(CCC(C)CC2)OC1=O (stereo unspecified) the results were Salmonella PhoP GFP 0%, Large T inhibition 9% and West Nile virus CPE 0.1%.
Screening Cc1ccc2[nH]c3c(c2c1)CN(C(=O)CN1CCN(c2ccccc2)CC1)CC3 returned Salmonella PhoP GFP -11%, Large T inhibition -27% and West Nile virus CPE 0.5%.
`Cc1ccc2nc(-c3ccc(N4C(=O)CC(N5CCCC(C)C5)C4=O)cc3)sc2c1` (stereo unspecified) gave Salmonella PhoP GFP -7%, Large T inhibition 3% and West Nile virus CPE 0.1%.
COc1ccc(-c2ccc(-c3nnc(-c4ccncc4)o3)cc2)cc1 was read as Salmonella PhoP GFP -11%, Large T inhibition 0% and West Nile virus CPE -0.3%.
Cc1ccc(Oc2ccc(-c3nnc(-c4ccccc4)o3)cc2[N+](=O)[O-])cc1C was read as Salmonella PhoP GFP -6%, Large T inhibition 11% and West Nile virus CPE -0.1%.
Cc1ccnc(SCCn2c(N3CCCCC3)nc3c2c(=O)[nH]c(=O)n3C)n1 was read as Salmonella PhoP GFP 3%, Large T inhibition 3% and West Nile virus CPE -0.1%.
For CNS(=O)(=O)c1ccc(NC(=O)c2nc3nc(C)cc(C(F)F)n3n2)cc1 the results were Salmonella PhoP GFP 14%, Large T inhibition 4% and West Nile virus CPE 0.5%.
For CC(C)c1ccc(N2CCN(C(=O)c3ccccc3NC(=O)/C=C(\C(=O)O)c3ccccc3)CC2)cc1 the results were Salmonella PhoP GFP -20%, Large T inhibition 10% and West Nile virus CPE -0.3%.
Screening Cc1ccc2c(c1)C(c1ccncc1)=NNC(c1ccc(C(C)C)cc1)=N2 returned Salmonella PhoP GFP inconclusive, Large T inhibition 2% and West Nile virus CPE -0.4%.
Screening Cc1ccc(Nc2nc(N)nc(CN3CCN(C)CC3)n2)cc1C returned Salmonella PhoP GFP -7%, Large T inhibition 5% and West Nile virus CPE 0.4%.
`CC(C)=NOCc1ccc(-c2cn([C@@H]3COC[C@H]3O)nn2)cc1` gave Salmonella PhoP GFP 4%, Large T inhibition 24% and West Nile virus CPE 0.0%.
N#CC(C(=O)NC1CCCCC1)c1nc2ccccc2nc1N1CCN(c2ccc(F)cc2)CC1 (stereo unspecified) was read as Salmonella PhoP GFP -6%, Large T inhibition 9% and West Nile virus CPE 32%.
`N/C(Cc1cccc2ccccc12)=N\OC(=O)c1ccc(Br)o1` gave Salmonella PhoP GFP -4%, Large T inhibition 7% and West Nile virus CPE 0.2%.
`CCCCc1c(C)c(C#N)c2nc3ccccc3n2c1Cl` gave Salmonella PhoP GFP -12%, Large T inhibition 15% and West Nile virus CPE -0.4%.
